CHO parental Ca: counter-screen: ATP calcium response change in parental CHO cells. parental CHO-K1, ATP-induced calcium, Fluo-8 fluorescence. inhibition, % at 5.6 µM. 330,000 compounds, 0.63% hits;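 active = inhibition above that plate's mean sample inhibition plus 3 SD, cut at about 26% in these data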;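 note: 0% = ATP-challenged DMSO wells and 100% = DMSO wells without ATP; some compounds past the cut are filed as inactive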
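Test system: untransfected parental CHO cell line; also added: ATP stimulus; dosing: 5.6 µM, single dose; signal: calcium-sensitive Fluo-8 fluorescence; measure: percent inhibition of ATP-evoked calcium rise, normalized to controls; benchmarks: low control ATP plus DMSO, high control DMSO only; replication: one well per compound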
CHRM1 agonist: agonists of human M1 muscarinic receptor | CHO-K1 hM1, Fluo-8 calcium fluorescence, agonist mode; 0% DMSO, 100% acetylcholine EC100 | activation, % at 3 µM | 360,000 compounds, 0.33% hits;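 active = activation above the run's mean compound activation plus 3 SD, cut at about 16% in these data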;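 note: peak over basal fluorescence ratio within a 140 s kinetic read after compound addition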
Target sequence (P11229 whole entry, looked up): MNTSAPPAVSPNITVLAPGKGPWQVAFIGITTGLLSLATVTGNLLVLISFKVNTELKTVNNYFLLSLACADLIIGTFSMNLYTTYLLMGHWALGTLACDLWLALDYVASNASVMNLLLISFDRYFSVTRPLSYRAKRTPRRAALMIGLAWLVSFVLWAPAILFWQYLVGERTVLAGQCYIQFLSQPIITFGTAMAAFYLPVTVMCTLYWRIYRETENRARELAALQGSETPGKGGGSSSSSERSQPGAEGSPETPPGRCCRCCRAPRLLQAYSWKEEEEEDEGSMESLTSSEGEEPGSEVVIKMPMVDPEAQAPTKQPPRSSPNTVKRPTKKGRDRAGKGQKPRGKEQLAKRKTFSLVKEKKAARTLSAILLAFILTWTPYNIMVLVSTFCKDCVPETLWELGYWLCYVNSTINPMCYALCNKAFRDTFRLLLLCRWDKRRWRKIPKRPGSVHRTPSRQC
OXTR potentiator: potentiates the human oxytocin receptor response; activation, % at 3 µM; AID 2445; CHO-OTR cells, Fluo-8 calcium fluorescence, potentiator mode; 0% = oxytocin EC15, 100% = EC100; 320,000 compounds, 0.061% hits;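 active = activation above that plate's cutoff, the mean activation of tested compounds plus 3 SD, cut at about 6.6% in these data, passing the limit was not always enough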;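 note: 100% uses oxytocin at 75 nM as the full agonist control; some results filed as inactive read as strong as hits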
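test system = CHO-OTR cells, human receptor | compound = single-point 3.0 µM | schedule = 6 min compound pre-incubation at room temperature, 100 s kinetic read | signal = Fluo-8 no-wash calcium dye fluorescence, excitation 470-495 nm, emission 515-575 nm | repeats = single well per compound, singlicate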
M1 PAM parental: M1 PAM counterscreen hit in parental CHO-K1 cells. ATP EC20, Fluo-8 calcium fluorescence; 0% at ATP EC20, 100% at ATP max. 360,000 compounds, 0.02% hits. AID 602247. activation, % at 3 µM;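 active = activation above the run cutoff, the mean activation of all test compounds plus 3 SD, cut at about 40% in these data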;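 note: peak over basal fluorescence ratio in a 140 s read after ATP addition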
M1 antag: antagonists of human M1 muscarinic receptor. P11229. CHO-K1 hM1, Fluo-8 calcium fluorescence, ACh EC80 antagonist. inhibition, % at 3 µM. 360,000 compounds, 1.3% hits. AID 588852;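 active = percent inhibition above its own plate's cutoff, namely the mean of that plate's compound wells plus 3 SD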;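 note: peak over basal fluorescence ratio during 140 s after agonist addition; 0% = ACh EC80 plus DMSO and 100% = DMSO alone without agonist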
TAAR1 agonist: human TAAR1 agonism. Q96RJ0. CHO RD-HGA16 TAAR1, Fluo-8 calcium fluorescence; vehicle wells 0%, saturating PEA agonist 100%. activation, % at 3 µM. 360,000 compounds, 0.99% hits;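 active = activation above the mean activation of all test compounds in the run plus 3 SD, cut at about 38% in these data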
Target sequence (Q96RJ0 whole entry, looked up): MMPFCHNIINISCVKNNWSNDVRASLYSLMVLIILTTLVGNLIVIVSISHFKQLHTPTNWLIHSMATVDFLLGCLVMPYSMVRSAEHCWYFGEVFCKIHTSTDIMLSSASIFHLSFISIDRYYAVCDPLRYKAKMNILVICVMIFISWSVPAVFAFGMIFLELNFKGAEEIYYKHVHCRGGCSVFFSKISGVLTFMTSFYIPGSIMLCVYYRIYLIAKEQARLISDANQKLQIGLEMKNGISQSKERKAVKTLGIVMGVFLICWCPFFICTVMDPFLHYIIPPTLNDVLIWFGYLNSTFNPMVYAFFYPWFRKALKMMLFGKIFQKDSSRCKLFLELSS
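Repeats: no replicates (n 1) | Material: CHO-derived RD-HGA16 cells with stable Gα16 and human TAAR1 | Technique: Kinetic Fluo-8 calcium fluorescence | Schedule: 17-24 h seeding, 75 min 37 °C dye, 30 min RT | Evaluation: % activation from peak over basal fluorescence ratio, DMSO-to-PEA scaled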
TAAR1 antagonist: human TAAR1 antagonism; Q96RJ0; CHO RD-HGA16 TAAR1, Fluo-8 calcium fluorescence, antagonist; inhibition, % at 3 µM; 360,000 compounds, 1.5% hits; AID 624466;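 active = inhibition above a per-plate cutoff, the mean inhibition of test compounds on that plate plus 3 SD, cut at about 49% in these data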;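 note: 0% = DMSO plus EC80 beta-PEA response and 100% = DMSO alone without agonist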
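Test system: CHO RD-HGA16 cells bearing hTAAR1 | Reagent: β-PEA, EC80 | Compound dosing: 3 µM, single point | Schedule: Dye loading 75 min at 37 °C, then 30 min room temperature | Signal: Calcium fluorescence with Fluo-8 | Evaluation: Percent inhibition of PEA-evoked calcium signal, max/basal emission ratio | Control set: DMSO-only wells and EC80 β-PEA-stimulated wells | Repeats: Singlicate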
M1 ag parental: counter-screen for M1 agonists: effect in parental CHO-K1 cells. Fluo-8 calcium fluorescence; scaled to maximal ATP response, vehicle zero. activation, % at 3 µM. 360,000 compounds, 0.48% hits. AID 602248; in the data active = activation above about 15%;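 note: untransfected CHO-K1 host cells lacking M1 receptor as counterscreen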
CHO-K1 Ca antag: nonselective inhibitor or artifact in parental CHO-K1 cells; AID 602250; 360,000 compounds, 0.6% hits; inhibition, % at 3 µM; ATP-induced calcium, Fluo-8 fluorescence;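 active = inhibition above a per-plate cutoff, the plate's mean sample inhibition plus 3 SD, cut at about 24% in these data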;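 note: 0% = DMSO plus EC80 ATP and 100% = DMSO alone without ATP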
The depositor's hits bear a star; x = no result given.

SMILES	CHO parental Ca	CHRM1 agonist	OXTR potentiator	M1 PAM parental	M1 antag	TAAR1 agonist	TAAR1 antagonist	M1 ag parental	CHO-K1 Ca antag
COc1ccc(-n2nnnc2SCC(=O)NC2CCS(=O)(=O)C2)cc1 (stereo not drawn)	-16.0	-0.7	6.2	12.2	-1.8	3.1	14.3	0.2	-7.9
Cc1nc2c(=O)[nH]c(=S)n(C)c2nc1C	0.9	-3.1	1.9	14.0	-6.6	6.0	-35.0	2.3	-10.0
Cc1nn2cc(-c3ccccc3)nc2[nH]c1=O	5.0	1.4	-1.8	8.7	-8.6	8.9	-13.8	-0.6	0.7
CSc1ccccc1NC(=O)COc1nsnc1N1CCOCC1	-4.3	3.2	-19.5	-29.4	-1.9	10.7	-15.1	0.8	13.9
CSc1ccc(S(=O)(=O)N2CCC(C(=O)NCc3ccco3)CC2)cc1	-4.7	-4.7	-9.2	-5.5	-0.9	2.8	9.2	0.6	-8.3
COc1ccc(OC(=O)c2cccc([N+](=O)[O-])c2)c(C(=O)/C=C/c2cccs2)c1	8.6	-4.0	-7.2	10.2	7.2	0.7	11.1	0.7	-1.6
COc1ccc(C2=Nn3c(nnc3-c3ccccc3OC)SC2)cc1OC1CCOC1 (stereo not drawn)	-16.7	-6.8	5.7	6.2	-15.6	11.8	1.0	0.0	-14.1
CCCc1ccc(C(=O)COC(=O)CN2C(=O)NC3(CCCCC3C)C2=O)cc1 (stereo not drawn)	-23.9	-0.1	-7.2	-3.2	-5.1	-0.8	-0.9	5.2	-4.6
CCN1CCSc2ccc(C(=O)NCc3cc(Br)ccc3OC)cc21	-2.1	-6.7	-9.1	-6.2	-3.6	1.0	-18.9	-0.3	10.3
CCN(C(=O)c1cc([N+](=O)[O-])ccc1NCc1cccnc1)c1ccccc1	-21.5	-11.2	-18.6	-5.0	1.7	0.9	-2.0	0.0	10.2
O=S(=O)(c1ccc(F)cc1)N1CCN(C(=S)NCC2CCCO2)CC1 (stereo not drawn)	-0.7	0.8	-8.3	-1.5	-10.5	13.5	-25.8	1.8	1.0
CSC1=NSC2=NC(=O)/C(=C/c3coc4ccccc4c3=O)C(=N)N12	47.2	78.0*	-12.0	-2.9	55.8*	374.6*	104.4*	45.4*	34.7*
CCc1ccc(N2CCN(C(=O)c3ccc4c(c3)OCO4)CC2)cc1	-18.3	-1.0	-6.7	-5.9	-4.0	-2.2	-19.4	5.1	-5.5
NC(=S)N/N=C/c1ccc(-c2cccc([N+](=O)[O-])c2)o1	4.1	-1.2	-15.6	9.1	-1.1	8.4	29.9	2.8	-16.4
COc1cc(OC)c(/C=N/n2c(C3CCCCC3)n[nH]c2=S)c(OC)c1	-12.1	-2.8	-8.7	7.7	-12.9	1.6	-11.0	1.7	-11.5
COc1cccc(N=Cc2c[nH][nH]c2=O)c1	-16.2	-0.2	-2.6	-8.4	-6.1	10.9	-3.8	-0.2	-8.1
CCOC(=O)N1CCN(C(=O)Cn2c(=O)sc3ccccc32)CC1	-0.9	-3.9	-5.5	0.3	-7.8	-0.8	2.4	0.6	-3.4
Cc1ccc(C(=O)O/N=C(\N)Cc2ccc([N+](=O)[O-])cc2)c(Cl)c1	-30.9	-4.5	-4.0	14.5	-5.7	10.2	11.6	0.9	-8.7
CCOC(=O)C(Cc1ccc(O)cc1)NC(=O)CNC(=O)C1CCCN1C(=O)OC(C)(C)C (stereo not drawn)	-6.7	-5.4	-1.8	17.9	-8.2	1.3	1.5	0.5	-7.2
COc1ccc(-c2cc(C(=O)N3CCN(c4ccc(F)cc4)CC3)no2)cc1OC	-16.7	-4.4	-5.3	7.7	-3.2	1.4	3.9	0.2	-6.8
CC(C)Cc1nnc(NC(=O)CCC(=O)Nc2ccc3cn[nH]c3c2)s1	-32.0	-1.9	-6.5	-0.1	16.9	4.9	-5.6	3.6	4.8
N#Cc1ccc(Cn2c(=O)c(C#N)c3n(c2=O)CCC3)cc1	-4.1	-2.2	-13.7	22.5	-10.2	3.2	-7.7	0.2	-13.8
O=S(=O)(c1ccc(Br)cc1)N1CCN(c2ccccc2)CC1	-5.5	-3.4	-9.9	-17.7	-5.9	-2.6	-0.3	0.0	11.7
Cc1ccc(-n2ncc3c2CC(C)(C)CC3NC(=O)CCc2cnn(C)c2)cc1 (stereo not drawn)	-16.8	-3.4	-3.8	-6.8	0.8	-0.5	-12.0	1.7	-11.1
Cc1cc(NC(=O)C(C)Oc2ccc(C(C)(C)C)cc2)no1 (stereo not drawn)	-6.0	3.6	-3.1	19.9	4.4	14.8	6.7	5.7	-5.1

Fetched one by one from above, 3 records:
SMILES	CHO parental Ca	CHRM1 agonist	OXTR potentiator	M1 PAM parental	M1 antag	TAAR1 agonist	TAAR1 antagonist	M1 ag parental	CHO-K1 Ca antag
O=S(=O)(c1ccc(F)cc1)N1CCN(C(=S)NCC2CCCO2)CC1 (stereo not drawn)	-0.7	0.8	-8.3	-1.5	-10.5	13.5	-25.8	1.8	1.0
CCOC(=O)N1CCN(C(=O)Cn2c(=O)sc3ccccc32)CC1	-0.9	-3.9	-5.5	0.3	-7.8	-0.8	2.4	0.6	-3.4
NC(=S)N/N=C/c1ccc(-c2cccc([N+](=O)[O-])c2)o1	4.1	-1.2	-15.6	9.1	-1.1	8.4	29.9	2.8	-16.4

Next results
SMILES	CHO parental Ca	CHRM1 agonist	OXTR potentiator	M1 PAM parental	M1 antag	TAAR1 agonist	TAAR1 antagonist	M1 ag parental	CHO-K1 Ca antag
Cc1cc(NC(=O)c2ccccc2)ncc1NC(=O)c1ccco1	-8.6	-4.3	-7.1	-2.3	-16.3	11.6	0.1	0.7	11.4
O=[N+]([O-])c1ccccc1/C=C/C=N/n1c(-c2ccco2)n[nH]c1=S	-9.1	-9.2	-2.9	11.7	-0.7	0.4	5.7	-0.2	-4.4
CCNc1cc(Cl)nc(SC)n1	-8.1	-4.5	-3.1	4.3	-5.3	6.7	-3.1	-0.2	-3.7
O=S(=O)(c1ccc(Br)s1)N1CCCCC1	-3.0	-4.6	1.4	4.9	-6.2	2.5	5.0	-0.1	-5.9
Cc1ccc2nc(SCC(=O)Nc3ccc4c(c3)CCC4)[nH]c2c1	-2.6	-5.8	-0.5	26.2	-6.7	1.3	-25.5	0.3	-7.5
CC(=O)OCC(=O)[C@@]12OC3(CCCC3)O[C@@H]1C[C@H]1[C@@H]3CCC4=CC(=O)C=C[C@]4(C)[C@@]3(F)[C@@H](O)C[C@@]12C	-23.2	4.0	-0.8	18.3	-24.5	1.2	-54.6	1.4	-5.4
CC1CCN(c2cc(N3CCN(C(=O)c4ccc(F)c(F)c4)CC3)c([N+](=O)[O-])cc2F)CC1	-23.6	-6.0	-7.9	22.3	-1.5	1.2	-0.1	1.6	-7.8
Cc1cc(NC(=O)CSc2nc(C(C)C)nc3ccccc23)no1	-4.7	-1.2	-9.5	5.7	-6.4	4.6	-8.4	0.4	-14.2
O=C(CSc1nccn1Cc1ccc(F)cc1)Nc1ccc(F)cc1F	1.4	-1.9	-7.2	-1.2	-12.7	-1.7	-5.3	0.5	8.9
Cc1ccc(NC(=O)CCNC(=O)c2ccc(Cl)cc2)cc1C	-16.9	-3.1	-9.8	4.7	0.6	2.4	4.6	0.1	0.7
COc1cc(C2Oc3ccccc3C=C2[N+](=O)[O-])cc(OC)c1OC (stereo not drawn)	x	-2.5	x	6.8	-7.5	8.7	14.6	1.1	-1.0
CCc1cc(C(=O)NNC(=S)NCC2CCCO2)cs1 (stereo not drawn)	-11.0	1.0	-4.6	8.8	22.7	2.9	2.6	0.1	-12.7
CCCCC(=O)N1CCCC(c2nc(-c3cccc(OC)c3)no2)C1 (stereo not drawn)	-18.2	-2.2	-0.8	-1.1	-7.5	9.8	-29.6	0.7	-7.7
CN(C)CCCn1c(=S)[nH]c2ccccc2c1=O	-7.7	-13.6	-6.4	-7.3	-0.8	4.3	0.2	-0.3	6.4
COc1ccc2cc(S(=O)(=O)Nc3ccccn3)ccc2c1	-7.5	-1.9	3.5	-5.8	-8.8	5.7	-25.4	-0.3	-3.6
Cc1cc(C(=O)CN2CCN(CC(=O)Nc3ccc(F)cc3)CC2)c(C)n1C1CC1	-19.4	-6.0	-3.8	16.6	-11.9	-2.1	-2.6	0.2	-15.4
Cc1cc(=S)c2cccc(C)c2[nH]1	4.1	x	-7.5	x	x	1.6	2.4	x	x
O=S(=O)(c1ccc(Cl)cc1)c1ccccn1	4.7	-2.7	-0.7	-14.4	12.7	5.4	-14.5	-0.5	19.7
COCCC1CCCCN1Cc1cn(-c2ccccc2)nc1-c1ccc2c(c1)OCO2 (stereo not drawn)	-22.7	-5.5	6.1	-13.5	1.0	8.3	-16.5	0.6	-0.8
Cc1c(Cl)cccc1N(CC(=O)NC(C)c1ccccc1)S(C)(=O)=O (stereo not drawn)	0.9	-3.2	-4.2	8.7	-4.1	-1.0	-5.1	1.2	1.0
O=C1CCCN1CCCNc1nc2c(S(=O)(=O)c3ccccc3)nnn2c2ccc(Cl)cc12	-18.4	-6.0	-7.4	11.7	-1.7	-0.3	-80.5	-0.3	-15.0
O=C1NC2CCc3nc4ccccc4c(=O)n3C2=Nc2ccccc21 (stereo not drawn)	-9.1	-3.0	-7.4	-14.9	6.2	-1.1	-5.3	-0.1	11.4
CC1CN(CCc2ccccc2)c2nc3c(c(=O)[nH]c(=O)n3C)n2C1 (stereo not drawn)	-13.4	-3.7	-10.5	16.5	-4.2	-1.2	5.2	-0.2	-13.8
COCCCNC(=O)CN1C(=O)c2ccccc2C1=O	-3.9	-0.7	4.2	-1.1	-11.9	3.6	-5.9	-0.2	9.0
COc1ccccc1NS(=O)(=O)c1ccc(C(=O)N2CC(C)OC(C)C2)cc1 (stereo not drawn)	-11.2	-1.0	-7.1	2.8	4.5	4.0	4.3	3.2	-4.7
COc1c(Cl)cc(Cl)cc1C(=O)n1nc(C)cc1C	-25.0	-4.3	-1.5	20.5	-33.8	21.9	4.6	0.3	-13.6
CCc1c(C)c(C#N)c2nc3ccccc3n2c1NCCCN(C)C	x	-8.7	x	18.7	-5.5	-0.2	-1.6	0.6	-10.7
CC1(C)CC(=O)C(=CN2CCN(C(=O)c3ccco3)CC2)C(=O)C1	x	-5.0	x	3.5	-8.6	54.0*	-6.5	0.3	-0.5

An excerpt from above in order of the TAAR1 antagonist value, falling.
Compound | TAAR1 antagonist
COc1ccccc1NS(=O)(=O)c1ccc(C(=O)N2CC(C)OC(C)C2)cc1 (stereo not drawn) | 4.3
O=C1NC2CCc3nc4ccccc4c(=O)n3C2=Nc2ccccc21 (stereo not drawn) | -5.3
COCCC1CCCCN1Cc1cn(-c2ccccc2)nc1-c1ccc2c(c1)OCO2 (stereo not drawn) | -16.5

Bioassay records from PubChem BioAssay.
